High-throughput results from PubChem BioAssay.
D2 ag – activates the human D2 dopamine receptor; 340,000 compounds, 0.53% hits; activation, % at 2 µM; AID 485358; HEK293 T-REx D2 cells, calcium flux agonist mode; P14416;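 active = activation over 3 SD above normal in the single-dose calcium agonist read, cut at about 30% in these data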; also: 0% is about no effect
Target sequence (P14416 whole entry, looked up): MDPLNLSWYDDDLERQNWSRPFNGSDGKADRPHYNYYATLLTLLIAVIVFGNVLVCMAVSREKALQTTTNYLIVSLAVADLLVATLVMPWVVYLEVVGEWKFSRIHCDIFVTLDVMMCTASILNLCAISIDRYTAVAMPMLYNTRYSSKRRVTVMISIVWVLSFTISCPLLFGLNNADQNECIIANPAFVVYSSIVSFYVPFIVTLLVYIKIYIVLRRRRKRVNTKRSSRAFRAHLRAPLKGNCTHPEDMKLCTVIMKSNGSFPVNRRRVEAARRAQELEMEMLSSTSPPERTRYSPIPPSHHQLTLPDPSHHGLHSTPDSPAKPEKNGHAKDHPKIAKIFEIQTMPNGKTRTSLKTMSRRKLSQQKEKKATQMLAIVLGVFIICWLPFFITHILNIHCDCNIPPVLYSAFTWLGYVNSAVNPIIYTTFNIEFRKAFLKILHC
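Agonism scored from kinetic calcium signal (1 read/sec, 180 s) following compound pin transfer, after a 10 s baseline. Cells: HEK293 Trex line expressing inducible D2 receptor coupled to calcium, dye-loaded after overnight culture at 30 C.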
Pin1 inh – inhibitors of human Pin1 | Q13526 | Pin1 FP peptide displacement, HiFluor488, 10 min | Potency, µM (top dose mostly 115 µM), for the others: top-dose activity, negative = inhibition, hits mostly inhibitors | 390,000 compounds, 0.009% hits | AID 504891; active = well fitted inhibition curve with a large enough effect in the polarisation, with a control signal flat, not every such curve was filed as active; inconclusive = small, poorly fitted or top-dose-only effect, or effect the other way, or a change in a side signal; inactive = no such curve, though single readings can be large or run the other way; the % refers to the polarisation; also: potency is read from the fitted curve at half-maximal effect; % is scaled to controls: 0 for no effect and ±100 for the full control effect
TRHR PAM – TRH receptor (human) allosteric enhancement | P34981 | TRHR cells, fluo-8 calcium fluorescence, EC20 TRH enhancement | enhancement, % at 2 µM | 360,000 compounds, 0.66% hits; in the data active = enhancement above about 30%; also: 0% is about no effect
Target sequence (P34981 whole entry, looked up): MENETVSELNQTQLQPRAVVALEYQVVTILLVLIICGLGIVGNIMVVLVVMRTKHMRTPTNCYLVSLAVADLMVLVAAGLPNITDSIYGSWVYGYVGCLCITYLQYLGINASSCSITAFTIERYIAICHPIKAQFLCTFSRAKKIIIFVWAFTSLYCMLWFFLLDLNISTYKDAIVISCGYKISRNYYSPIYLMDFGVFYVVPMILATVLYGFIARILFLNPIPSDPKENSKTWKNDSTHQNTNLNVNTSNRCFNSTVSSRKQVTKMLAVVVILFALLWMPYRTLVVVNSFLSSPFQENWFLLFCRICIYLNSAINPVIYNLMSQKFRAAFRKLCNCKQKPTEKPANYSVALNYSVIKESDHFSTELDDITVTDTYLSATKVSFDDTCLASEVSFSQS
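Enhancer read-out: after compound pinning and an initial kinetic agonist-mode read, an EC20 of TRH (10 nM final) was injected and fluo-8 calcium signal (Ex 480/Em 530) followed at 1 s/cycle for 100 cycles in TRHR-expressing cells.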
D2 antagonist – antagonists of human D2 dopamine receptor; P14416; HEK293 TREx D2 cells, calcium flux, dopamine EC80; inhibition, % at 10 µM; 340,000 compounds, 2% hits; AID 485344; in the data active = inhibition above about 30%; also: 0% is about no effect
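Read-out: kinetic calcium fluorescence (1 cycle/s) in inducible HEK293 T-REx D2 cells after an EC80 dopamine addition that followed 180 s compound preincubation. Loss of the dopamine response indicates antagonism.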
TRHR ag – agonists of human TRH receptor. P34981. TRHR cells, calcium flux fluo-8, FDSS agonist mode. activation, % at 2 µM. 360,000 compounds, 0.18% hits. AID 493084; in the data active = activation above about 30%; also: 0% is about no effect
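Agonist-mode FDSS calcium read (Ex 480/Em 530, 1 s cycles) in 1536-well TRHR cells with fluo-8 dye, after 10-cycle baseline and 23 nL compound addition; TRH at EC20 (10 nM final) added afterwards for the enhancer phase.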
USP1 inh – USP1/UAF1 (human) deubiquitinase inhibition | recombinant USP1/UAF1, Ub-Rhodamine cleavage fluorescence | Potency, µM (series often up to 57.1 µM), inactives show at the top dose activity change, negative = inhibition, hits mostly inhibitors | AID 743255 | 390,000 compounds, 0.23% hits; also: potency is read from the fitted curve at half-maximal effect; % is scaled to controls: 0 for no effect and ±100 for the full control effect; nearly all actives have a fitted effect of over 60% in size; inactives centre near -12
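1 nM enzyme complex + cpd, 15 min RT; start with Ub-Rho 150nM final; kinetic fluorescence ex 480/em 540, 6 reads q60 s. Buffer 50mM HEPES pH 7.8, 0.5mM EDTA, 0.1 mg/ml BSA, 1mM TCEP, 0.01% Tween-20.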
TrxR1 substrate – is turned over as a substrate by rat TrxR1; O89049; purified TrxR1 substrate turnover, NADPH consumption readout; Potency, µM (doses to about 114 µM), for the others: at the highest dose activity change, negative = substrate turnover; 390,000 compounds, 0.01% hits; also: potency is read from the fitted curve at half-maximal effect; % is scaled to controls: 0 for no effect and ±100 for the full control effect; nearly all actives have a fitted effect of over 50% in size
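Rat TrxR1, dispensed at 90 nM, was prereduced with 400 uM NADPH (final) for 5 min at ~22 deg C, then incubated with compound 15 min before 400 uM selenite. A first-read NADPH fluorescence drop versus no-compound background flagged substrates.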
rTrxR1 inhibitor – inhibitors of rat thioredoxin reductase 1. Potency, µM (series often up to 114 µM), for the others: at the highest dose activity change, negative = inhibition, most hits filed as inhibitors. O89049. recombinant rTrxR1, NADPH fluorescence consumption, selenite substrate. 390,000 compounds, 1% hits; also: potency is read from the fitted curve at half-maximal effect; % is scaled to controls: 0 for no effect and ±100 for the full control effect; nearly all actives have a fitted effect of over 65% in size
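Rat TrxR1 (90 nM in the dispensed reagent) was pre-reduced with 400 uM NADPH for 5 min at room temperature, then incubated with compound for 15 min. After 400 uM selenite was added, NADPH fluorescence (Ex 340/Em 450 nm) was followed for 8 min.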
IDH1 R132H inh – human IDH1 R132H inhibition; AID 602179; IDH1-R132H enzyme, NADPH consumption, diaphorase/resazurin fluorescence; 390,000 compounds, 0.093% hits; O75874; Potency, µM (series often up to 76.6 µM), for inactives: at the top dose activity change, negative = inhibition, hits mostly inhibitors; also: potency is read from the fitted curve at half-maximal effect; % is scaled to controls: 0 for no effect and ±100 for the full control effect; nearly all actives have a fitted effect of over 65% in size
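IDH1-R132H (0.5 ug/mL) preincubated 30 min with compound, then NADPH (0.016 mM) and alpha-KG (2 mM) added; 80 min at RT, pH 7.5. Remaining NADPH coupled via diaphorase/resazurin to fluorescence (540/590 nm); concentration-response curves normalized to no-enzyme control.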
* hit, by the source's call; ? = inconclusive; · = not tested or not shown; & = joins results of further samples; [ ] = dose if it differs, or a comment. Unless noted, calls follow the shape of the dose curve; as a rule, active = well fitted inhibition curve with a large enough effect; inconclusive = small, poorly fitted or top-dose-only effect; inactive = no such curve, though single readings can be large or run the other way. An excerpt; the hit share may differ from the screen's.

The line under a structure holds: TrxR1 substrate | rTrxR1 inhibitor | D2 antagonist | D2 ag | TRHR PAM | TRHR ag | Pin1 inh | USP1 inh | IDH1 R132H inh
COc1ccc(CCNC(=O)CN2c3cccc4cccc(c34)S2(=O)=O)cc1OC
    3% | -3% | -6 | -2.6 | 1 | -1.5 | -6% | -4% | 9%
O=C(CCCNC(=O)c1ccc(Cl)cc1)NCc1ccccc1F
    7% | 21% | -15 | 0.2 | -2 | -1.3 | 3% | -13% | 14%
Cc1ccc(NC(N)=S)cc1C
    -5% | -14% | -2 | 0.9 | -7 | -1.0 | -8% | 6% | -4%
CN1CCCC2(CCCN(Cc3nc(Cc4cccc(C(F)(F)F)c4)no3)C2)C1 (stereo unspecified)
    -3% | 1% | 4 | -0.8 | -5 | 0.6 | 2% | -1% | 0%
COc1cccc(NC(=O)C2C3C=CC4(O3)C2C(=O)N(CCCN2CCC(C)CC2)C4C(=O)NC2CCCCC2)c1 (stereo unspecified)
    -6% | 29%[57.1 µM] | -1 | 0.0 | 5 | 0.2 | -2% | -14% | -2%
O=C(CCn1cccc1)NCCc1ccc(Cl)cc1
    -8% | -22% | 0 | -1.0 | -4 | -0.9 | -4% | -9% | 2%
Cn1c(=O)c2cn3c(c2n(C)c1=O)C(c1ccccc1)CC(c1ccccc1)=N3 (stereo unspecified)
    6% | -23%[57.1 µM] | 22 | -0.5 | 10 | -0.1 | 7% | -14% | -2%
CCOC(=O)c1cccc(Nc2ccc3cc(S(=O)(=O)N4CCCCC4)ccc3n2)c1
    28%[57.1 µM] | 14%[57.1 µM] | · | -0.2 | 0 | 0.4 | ? | -2% | 3%
O=[N+]([O-])c1ccc2nc(C(O)C(O)c3nc4ccc([N+](=O)[O-])cc4[nH]3)[nH]c2c1 (stereo unspecified)
    6%[57.1 µM] | 11%[57.1 µM] | 7 | -1.4 | 23 | -0.1 | ? | -8% | -2%
Nc1c(C(=O)N/N=C/c2ccc(OCc3ccccc3)cc2)cnn1-c1ccccc1
    7% | 35% | 4 | 0.5 | 11 | 0.9 | 3% | -8% | 0%
CCOCCCn1c(=N)c(C(=O)NC(C)c2ccccc2)cc2c(=O)n3cccc(C)c3nc21 (stereo unspecified)
    · | 252%[activator] | · | 0.2 | 3 | -0.9 | -3% | -6% | -4%
CCOc1ccccc1C(=O)Nc1nc2c(s1)CC(C)CC2 (stereo unspecified)
    88%[activator] | 63%[activator] | · | -1.4 | 1 | -0.5 | -1% | -13% | 0%
NC(=O)c1ccccc1NC(=O)c1ccc2ccccc2c1
    -12%[57.1 µM] | -8%[57.1 µM] | 0 | -0.2 | 5 | -1.5 | 2% | 0% | -2%
Cc1cc(Br)c(NC(=O)COC(=O)c2ccc[n+]([O-])c2)c(Br)c1
    -4% | -14% | · | · | · | · | 0% | -3% | -19%
CCC(=O)Nc1ccc(CC)cc1-c1nc2ccccc2n(CC(=O)Nc2cccc(Cl)c2)c1=O
    -2% | 8% | · | · | 1 | -0.4 | -5% | -13% | -10%
O=C(OCCN1C(=O)c2ccccc2C1=O)c1ccccc1
    6%[57.1 µM] | 20%[57.1 µM] | 0 | -1.3 | -4 | -0.2 | -3% | -4% | -2%
CCOc1ncccc1C(=O)Nc1ccc(S(=O)(=O)Nc2nccs2)cc1
    2% | 15% | 4 | 0.8 | 8 | 0.5 | 7% | -21% | 0%
O=C(C[C@H]1C/C=C\C[C@@H](Cc2ccc(F)cc2)C(=O)O[C@H](c2ccccc2)CNC1=O)NCCO
    1% | 25% | · | · | · | · | 2% | -4% | 19%
CCCC(=O)Nc1ccc(NC(=O)c2sc3ccccc3c2Cl)cc1
    -2% | 10% | · | 0.7 | -1 | 1.8 | 4% | ? | 0%
Cc1ccc(C(C(=O)Nc2ccc(C(C)C)cc2)N(C)C(=O)c2ccc(=O)[nH]c2)cc1 (stereo unspecified)
    -2%[57.1 µM] | 11%[57.1 µM] | 4 | 0.0 | -6 | -0.2 | -1% | -16% | 0%
O=[N+]([O-])c1ccc(O)c(CN2CCCCCC2)c1
    -5% | 13% | -4 | -1.0 | 7 | 0.4 | 0% | -19% | -4%
COCCCn1c(SCC(=O)NC(C)C)nnc1-c1ccccc1
    10%[57.1 µM] | -7% | 5 | 0.1 | 2 | -0.5 | -5% | -2% | 14%
CCCC[N+](CC#CCO)(CC#Cc1ccccc1)CCCC
    5%[57.1 µM] | -4%[57.1 µM] | -1 | 0.2 | -4 | 0.4 | -3% | 6% | -1%
Cc1nn(CC(=O)Nc2cccnc2)c(=O)c2ccccc12
    1%[57.1 µM] | 7%[57.1 µM] | 2 | 0.3 | 0 | 0.0 | 0% | -6% | -4%
CCOCCCNC(=S)N1C2CCC1CC(NC(=O)Nc1ccc(C(=O)OCC)cc1)C2 (stereo unspecified)
    4%[57.1 µM] | 23%[57.1 µM] | -3 | 0.8 | 2 | 0.1 | -1% | -19% | 5%
COc1cccc2c1Oc1ncccc1N(C(=O)CCC(=O)NCc1ccccc1Cl)C2
    11%&0% | 34%&6% | 18 | -0.5&-0.1 | -8&12 | -1.7&-0.2 | 3%&2% | -11%&-8% | 1%&-7%
CCc1cccc2c(C#N)cn(CCOc3ccccc3OC)c12
    5%[57.1 µM] | 8%[57.1 µM] | -6 | 0.1 | -6 | 1.4 | 2% | ? | 2%
COc1cc(CN2CCN(CC3CC3)CC2CCO)cc(OC)c1 (stereo unspecified)
    7%[57.1 µM] | 14%[57.1 µM] | -3 | -2.6 | 4 | -0.1 | 6% | -17% | 24%
O=C(NS(=O)(=O)Oc1cccc(F)c1)OC[C@@H]1CCCN2CCCCC12 (stereo partly specified)
    1% | 12% | · | · | 2 | -1.5 | 1% | 3% | -11%
CC(C)(C)NC(=O)C(OC(=O)c1ccco1)c1ccc(Cl)cc1 (stereo unspecified)
    4% | 14% | 4 | 0.3 | -3 | -0.3 | 0% | -23% | 4%
COc1ccc(OC)c(CNc2nc3ccc(C)cc3n3nnnc23)c1
    -11% | -17% | · | 1.5 | 3 | 8.6 | -1% | -3% | 4%
COc1ccc(CCNC(=O)c2cnc3sc(N4CCC(C)CC4)nn3c2=O)cc1OC
    11%[57.1 µM] | 24%[57.1 µM] | · | -0.3 | 4 | -0.4 | -2% | -18% | -2%
CCN(CC(=O)Nc1c(F)cccc1F)C(=O)c1cccc(-n2cccc2)c1
    -9%[57.1 µM] | 1% | -1 | -0.2 | 5 | 0.1 | -4% | 5% | -8%
CCC(CC)C(=O)Nc1cc(-c2ccccc2F)nn1-c1ccccc1
    -5%[57.1 µM] | 13%[57.1 µM] | · | -0.5 | 5 | -0.2 | -4% | -25% | 0%
Cc1ccc2c(c1)NC(=O)CC(c1ccccc1)=N2
    2%[57.1 µM] | -7%[57.1 µM] | 3 | 0.0 | 2 | -0.5 | 0% | -2% | 5%
CC(C)C(=O)Nc1c(-c2ccccc2)c(=O)c2ccccc2n1C
    0%[57.1 µM] | 8%[57.1 µM] | 2 | 2.6 | 5 | 0.8 | 2% | 6% | -3%
O=C(NCc1nc(-c2ccccc2)no1)c1cccs1
    4%[57.1 µM] | 14%[57.1 µM] | · | 0.1 | 1 | 0.0 | -6% | -14% | 4%

Quoted at random: 5 entries already listed, in no set order.
The line under a structure holds: TrxR1 substrate | rTrxR1 inhibitor | D2 antagonist | D2 ag | TRHR PAM | TRHR ag | Pin1 inh | USP1 inh | IDH1 R132H inh
CCN(CC(=O)Nc1c(F)cccc1F)C(=O)c1cccc(-n2cccc2)c1
    -9%[57.1 µM] | 1% | -1 | -0.2 | 5 | 0.1 | -4% | 5% | -8%
COc1ccc(CCNC(=O)c2cnc3sc(N4CCC(C)CC4)nn3c2=O)cc1OC
    11%[57.1 µM] | 24%[57.1 µM] | · | -0.3 | 4 | -0.4 | -2% | -18% | -2%
CC(C)C(=O)Nc1c(-c2ccccc2)c(=O)c2ccccc2n1C
    0%[57.1 µM] | 8%[57.1 µM] | 2 | 2.6 | 5 | 0.8 | 2% | 6% | -3%
O=C(NCc1nc(-c2ccccc2)no1)c1cccs1
    4%[57.1 µM] | 14%[57.1 µM] | · | 0.1 | 1 | 0.0 | -6% | -14% | 4%
COc1ccc(OC)c(CNc2nc3ccc(C)cc3n3nnnc23)c1
    -11% | -17% | · | 1.5 | 3 | 8.6 | -1% | -3% | 4%
